RAD52 inh: blocks human RAD52 DNA annealing; recombinant RAD52 DNA annealing, FRET fluorescence; inhibition, % at 18.7 µM; 360,000 compounds, 0.46% hits;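 active = every replicate showing at least 50% inhibition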
Target sequence (P43351 whole entry, looked up): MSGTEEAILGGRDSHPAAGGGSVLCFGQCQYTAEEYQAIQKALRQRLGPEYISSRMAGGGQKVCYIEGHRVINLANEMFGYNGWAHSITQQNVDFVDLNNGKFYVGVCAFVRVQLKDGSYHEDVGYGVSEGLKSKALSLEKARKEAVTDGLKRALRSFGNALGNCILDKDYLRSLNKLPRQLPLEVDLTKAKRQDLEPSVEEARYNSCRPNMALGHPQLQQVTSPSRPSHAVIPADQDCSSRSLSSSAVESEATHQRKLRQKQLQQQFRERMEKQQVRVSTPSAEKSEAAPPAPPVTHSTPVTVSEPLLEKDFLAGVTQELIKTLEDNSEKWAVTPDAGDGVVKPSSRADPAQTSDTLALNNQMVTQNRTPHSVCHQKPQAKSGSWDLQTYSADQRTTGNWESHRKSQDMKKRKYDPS
ARNT TACC3 PPI: ARNT/TACC3 interaction disruption; Q9Y6A5; AlphaScreen His-ARNT PAS-B/GST-TACC3 binding, luminescence; TACC3 fragment carries E629A point mutation; inhibition, % at 9.99 µM; 390,000 compounds, 0.66% hits; AID 623870;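 active = mean inhibition of replicates at least 50% and at least half of replicates each reaching 50%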;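 note: 0% = complete ARNT plus TACC3 wells and 100% = ARNT alone without TACC3; many hits fall short of the cut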
E-sel inducer: E-selectin induction on HUVECs; P16581; HUVEC E-selectin immunofluorescence imaging; normalized: neutral wells 0, TNF-alpha wells 100; activation, % at 7.58 µM; 260,000 compounds, 0.37% hits; AID 686992;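 active = mean E-selectin-positive cell signal at least 10% of the positive control, reached in at least 60% of replicates, without over 20% cell loss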;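 note: in these data hits start at about 27%; measured in HUVEC primary endothelial cells; signal is the percent of cells scored E-selectin positive by PE staining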
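Test system: HUVEC; input: 3,000 HUVEC/well; measured by: immunofluorescence imaging; read-out: % PE-positive cells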
esBAF inh: blocks esBAF chromatin remodeling in mouse ES cells; Bmi1-luciferase knock-in reporter, 24 h; 100% = twice the neutral-well signal; reporter increase, % at 12.5 µM; 350,000 compounds, 2% hits; in the data active = activation above about 40%;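 note: 0% = median of the plate's neutral control wells and 100% = double that signal; a rise in the Bmi1 reporter signal indicates esBAF inhibition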
PglD DTNB: blocks C. jejuni PglD acetyltransferase activity; inhibition, % at 12.5 µM; purified PglD enzyme, DTNB colorimetric CoA detection; 360,000 compounds, 0.098% hits; in the data active = inhibition above about 16%, passing the limit was not always enough; note: strong numbers were not always called active
ERp5 inh: inhibitors of human ERp5 | Q15084 | 350,000 compounds, 0.05% hits | inhibition, % at 9.99 µM | AID 651711 | ERp5 insulin aggregation, absorbance 650 nm, 90 min;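 active = mean replicate inhibition above about 25%, with every replicate also reaching it, limit read from the data, passing the limit was not always enough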
Target sequence (Q15084 whole entry, looked up): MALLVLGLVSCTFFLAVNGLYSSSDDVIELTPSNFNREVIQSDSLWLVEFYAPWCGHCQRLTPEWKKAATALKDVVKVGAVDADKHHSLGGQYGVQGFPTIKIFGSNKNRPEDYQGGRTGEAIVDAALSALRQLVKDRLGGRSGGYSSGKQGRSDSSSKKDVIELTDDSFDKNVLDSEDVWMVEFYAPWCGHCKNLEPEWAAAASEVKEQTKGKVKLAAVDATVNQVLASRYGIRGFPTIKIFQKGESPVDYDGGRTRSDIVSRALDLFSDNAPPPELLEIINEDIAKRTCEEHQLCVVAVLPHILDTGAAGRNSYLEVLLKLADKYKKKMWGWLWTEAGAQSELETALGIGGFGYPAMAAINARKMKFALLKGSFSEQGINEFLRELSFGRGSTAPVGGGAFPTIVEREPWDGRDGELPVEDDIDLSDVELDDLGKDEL
RAD54 branch: RAD54 (human) branch migration inhibition; Q92698; AID 602329; 360,000 compounds, 0.14% hits; RAD54 Holliday junction branch migration, FAM/BHQ fluorescence; inhibition, % at 10.4 µM;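 active = mean normalized replicate activity at least 40 and at least half of replicates scoring 40 or more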;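 note: 0% = median of neutral control wells and 100% = median of positive control wells; inhibitors cause a drop in the FAM fluorescence signal; in these data hits start at about 50%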
Casp6 inh: inhibitors of human caspase-6; P55212; 350,000 compounds, 0.53% hits; inhibition, % at 12.5 µM; purified caspase-6, Z-VEID-R110 cleavage fluorescence;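 active = mean inhibition across replicates at least about 35%, with every replicate also reaching that limit, limit read from the data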;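 note: 0% = median of neutral control wells and 100% = no fluorescence left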
Active calls of the source: *; x = not tested or not shown; & = joins results of further samples. Rows were taken by chance. Share with any hit: about 3.2%.

cpd	Compound	Casp6 inh	PglD DTNB	RAD52 inh	ERp5 inh	ARNT TACC3 PPI	E-sel inducer	RAD54 branch	esBAF inh
1	C[C@@H]1CN([C@@H](C)CO)C(=O)c2cc(NC(=O)C3CC3)ccc2O[C@@H]1CN(C)C(=O)NC1CCCCC1	-1&-2	-4&1	4&-4	-1&1	22&-3	-0.1&0.2	-8&8	2&-4
2	COC1C(CO)OC(n2cnc3c(=S)nc(N)[nH]c32)C1O (stereo not given)	0	x	-11	2	2	0.7	x	x
3	CN(C)C(=O)c1ccc(-c2ccccc2[C@H]2[C@@H](C#N)N(C(=O)C3CCCC3)[C@@H]2CO)cc1	2	x	0	3	x	0.2	x	x
4	CC(C)C[C@@H](CNCC(=O)[C@H](CC(=O)O)NC(=O)c1[nH]cnc1C(=O)N[C@H](CN)CC(C)C)NC(=O)c1nc[nH]c1C(=O)N[C@@H](Cc1ccccc1)C(=O)O	18	7	1	-3	0	1.4	-13	-2
5	Oc1ccc(CCNc2c3ccccc3nc3ccccc23)cc1O	15	-3	106*	1	24	-0.2	116*	-4
6	O=C(Nc1ccccc1)OCCNC(=O)c1cccc(Br)c1	-4	x	-4	0	-4	x	-7	23
7	O=C(O)CCCCCN=Cc1c(O)c2ccccc2oc1=O	x	x	-13	-12	1	-0.3	x	x
8	O=C(O)C1CCCCN1c1ccccc1[N+](=O)[O-] (stereo not given)	0	x	-4	-3	x	2.8	x	x
9	COc1ccc(C(=O)OCC(=O)N2CCOCC2)cc1S(=O)(=O)N1CCOCC1	-1	-5	-2	-1	2	-1.1	5	-10
10	C=CC(COCc1ccccc1)N(Cc1ccccc1)S(=O)(=O)c1ccccc1Br (stereo not given)	x	-7	x	x	0	-0.3	-1	0
11	CCCC(=O)N1C[C@@H]2[C@H](c3ccccc31)[C@H](CO)N2C(=O)Nc1ccc(F)cc1	3	-3	5	0	4	0.5	3	-3
12	CCOc1ccc(NC(=O)COC(=O)CSCC(=O)Nc2ccc(C)cc2C)cc1	2	0	-4	-1	-3	-1.7	3	4
13	COc1ccc(-c2cc(C#N)nc(N3CCNCC3)n2)cc1	x	-4	x	x	4	x	8	-10
14	CCCC(=O)Nc1ccc(C(=O)Nc2nnc(COC)s2)cc1	x	-3	x	x	-4	x	-4	17
15	COc1ccc2[nH]c(C(=O)O)c(NS(=O)(=O)c3ccc(OC)c(OC)c3)c2c1	x	0	x	x	21	x	-19	0
16	O=C(CCCCCNc1nc(=S)[nH]c2ccccc12)NCCc1ccc(Cl)cc1	-3	x	-7	-4	-2	0.1	x	x
17	C[C@H](CO)N1C[C@H](C)[C@@H](CN(C)S(C)(=O)=O)OCCCC[C@H](C)Oc2ccc(NC(=O)Nc3cccc4ccccc34)cc2C1=O	0	0	1	-7	2	-0.2	-5	2
18	Cc1cccc(N(C)C(=O)CCS(=O)(=O)c2cc3c(cc2Cl)NC(=O)CO3)c1	0	-4	1	-3	6	2.0	1	8
19	COc1ccc(NC(=O)CN(C)C(=O)c2ccc(NS(=O)(=O)c3ccc(C)c([N+](=O)[O-])c3)cc2)cc1	7	x	1	-2	6	-4.1	x	1
20	Cc1cccc(-c2ccc([C@@H]3[C@@H](CO)N4CCCCN(Cc5ccncc5)C[C@H]34)cc2)c1	0	-3	5	-3	-5	-0.1	6	x
21	COc1ccc(NCc2nnc(SCC(=O)Nc3nc(-c4ccccc4)cs3)n2-c2ccccc2)cc1	1	x	-8	1	-18	-1.3	x	x
22	NNC(=O)C1=NOC(CNc2ncc(C(F)(F)F)cc2Cl)C1 (stereo not given)	x	-2	x	x	4	x	-2	-5
23	CC(C)NC(=O)NCC[C@H]1CC[C@@H](NS(=O)(=O)c2ccc(Oc3ccccc3)cc2)[C@H](CO)O1	1	7	-7	-1	-1	2.2	-2	-8
24	C[C@H](CO)N1C[C@H](C)[C@H](CN(C)Cc2ccc(C(=O)O)cc2)Oc2ccc(NC(=O)C3CC3)cc2C1=O	5	12	-2	-6	-2	-0.4	1	2
25	C[C@H](CO)N1C[C@H](C)[C@@H](CN(C)C(=O)Nc2ccccc2)OCCCC[C@H](C)Oc2ccc(NS(C)(=O)=O)cc2C1=O	0	-3	6	-2	-4	0.0	0	-2
26	O=C(NCc1ccccc1)[C@@]1(CCS(=O)(=O)c2ccccc2)COC(c2ccc(OCCCO)cc2)=N1	-1	-3	-1	-1	-3	x	-2	x
27	O=C(N/N=C/c1ccccc1Cl)c1cccc(F)c1	x	-1	x	x	15	x	4	53*
28	Cc1cc(C)cc(NC(=O)CCNS(=O)(=O)c2cc(Br)cnc2N)c1	2	-2	-11	5	-15	x	-2	-7
29	C[C@@H]1CN([C@@H](C)CO)C(=O)c2c(c3ccccc3n2C)-c2ccccc2CO[C@H]1CN(C)S(=O)(=O)c1ccc([N+](=O)[O-])cc1	-4	x	0	1	x	0.0	x	x
30	CCCCNc1cccc2c1S(=O)(=O)N[C@H](C)CO2	2	x	7	5	x	0.2	x	x
31	COCC(=O)Nc1ccc2c(c1)C(=O)N(C)[C@@H]1CC[C@@H](CC(=O)NCCCN(C)C)O[C@@H]1CO2	-1	6	37	-3	x	0.1	6	13
32	Cc1[nH]n(-c2ccccc2)c(=O)c1N=Nc1ccccc1O	8	x	-13	-6	-17	x	x	x
33	Cn1c(-c2ccc(F)cc2)cnc1SCC(=O)Nc1ccccc1	1	x	-10	-1	9	x	x	x
34	COC(=O)c1ccc(CSc2nnc(NC(=O)C3CC(=O)N(Cc4ccc(C)cc4)C3)s2)cc1 (stereo not given)	x	-10	x	x	-3	x	-9	-4
35	COc1ccc(S(=O)(=O)N(C)C[C@H]2Oc3ccc(NC(=O)NC4CCCCC4)cc3CC(=O)N([C@H](C)CO)C[C@@H]2C)cc1	0	-4	-7	-8	7	0.0	2	1
36	COc1ccc(C(CC(=O)O)NC(=O)OC(C)(C)C)cc1 (stereo not given)	x	5	x	x	1	x	-6	-1
37	Cc1ccc(C(=O)Nc2sc3c(c2C(=O)O)CCCC3)o1	3	x	-7	-6	-5	0.2	-7	x
38	Cc1ccc(NC(=O)c2cc(C)nn2-c2ccccc2)cc1	1	-2	-6	6	-1	0.0	-15	7
39	Cc1cc(C)[n+](Cc2ccccc2)cc1C(N)=O	-7	x	-9	3	-2	0.0	x	x
40	CC(C)NC(=O)N1CCCCN2[C@H](CO)[C@@H](c3ccc(C#CC4CC4)cc3)[C@H]2C1	-2	6	12	1	-2	-0.4	0	-1
41	COc1ccc(C(=O)N2CCc3ccccc3C2)cc1S(=O)(=O)N1CCCC1	2	-3	-86	5	x	0.0	-2	-9
42	CN(C)c1cc(-c2ccc(F)cc2)oc(=O)c1Cl	0	1	-16	4	2	6.0	-6	x
43	Cc1ccn2c(-c3csc(Nc4ccc(C(=O)O)cc4)n3)c(C)nc2c1	-6	-1	-21	4	x	0.6	-3	4
44	C[C@H]1CN([C@@H](C)CO)C(=O)Cc2cc(NS(=O)(=O)c3cn(C)cn3)ccc2O[C@@H]1CN(C)Cc1ccc(C(=O)O)cc1	-1	-2	-2	0	-4	-0.7	1	-1
45	Cc1nn(C2CCS(=O)(=O)C2)c(Cl)c1/C=C/C(=O)OCC(=O)c1c[nH]c2ccccc12 (stereo not given)	2	x	-33	1	-2	0.2	x	x
46	Cc1cc(C)n2nc(SCCCC(=O)c3ccccc3)nc2n1	1	x	0	4	2	x	x	x
47	COc1cccc(/C=C/c2onc(C)c2S(=O)(=O)N2CCC(C(=O)NC3CCCCCC3)CC2)c1	-3	-4	9	2	-4	x	-10	-1
48	C[C@H](CO)N1C[C@H](C)[C@H](CN(C)S(=O)(=O)c2ccc(Cl)cc2)Oc2ccc(NC(=O)Nc3cccc4ccccc34)cc2CC1=O	1	0	-11	5	11	0.1	-2	8
49	O=C1NC(=O)C2(C=C(c3ccccc3)C(O)(c3ccccc3)C2)N1 (stereo not given)	2	x	4	9	-2	-1.1	x	x
50	Cc1onc(-c2ccccc2Cl)c1C(=O)Nc1ccccc1C(=O)NC(C)C	x	-3	x	x	0	x	-11	-7
51	Cc1cccc(NS(=O)(=O)c2ccc(-c3cnc(C4CC4)o3)cc2)c1	5	-1	0	7	-3	0.8	5	-18
52	CO[C@H]1CN(C)C(=O)c2cc(NC(=O)C3CCCC3)ccc2OC[C@@H](C)N(CC2CC2)C[C@H]1C	7	1	-3	4	-10	-0.2	7	0
53	O=C(N[C@H]1CC[C@@H](CCNS(=O)(=O)c2ccc(F)cc2)O[C@H]1CO)C1CCCC1	0	1	-3	3	-4	-0.9	7	3
54	COc1ccc(NC(=O)Nc2ccc3c(c2)CC(=O)N([C@H](C)CO)C[C@H](C)[C@H](CN(C)C(=O)Nc2ccc(C(F)(F)F)cc2)O3)cc1	x	-2	x	x	8	x	1	-4
55	COc1cccc(CN2CCN(C(=O)CCc3nnc(C4CCCCC4)o3)CC2=O)c1	0	3	-7	0	-2	0.2	1	-9
56	Cc1ccc(S(=O)(=O)Cc2ccc([N+](=O)[O-])cc2)cc1	-1	1	-15	0	-10	0.0	11	-2
57	O=C1/C(=C/c2ccc3c(c2)OCO3)Oc2cc(OCC(=O)N3CCC[C@H]3C(=O)O)ccc21	x	-6	x	x	-6	x	7	3
58	O=C(O)/C=C/c1cn(-c2ccccc2)nc1-c1cccs1	-1	-1	-21	-6	-4	x	-4	18
59	O=C(CCSCc1ccccc1F)NCc1cccs1	5	-2	4	2	-13	x	3	-5
60	Cc1ccc(S(=O)(=O)Nc2ccc3c(c2)OCCO3)cc1	4	1	1	0	-1	-1.7	4	3

Full records, looked up by structure. Screens in order: Casp6 inh | PglD DTNB | RAD52 inh | ERp5 inh | ARNT TACC3 PPI | E-sel inducer | RAD54 branch | esBAF inh
`O=C1NC(=O)C2(C=C(c3ccccc3)C(O)(c3ccccc3)C2)N1` (stereo not given) is entered as 2 | x | 4 | 9 | -2 | -1.1 | x | x
`Cc1nn(C2CCS(=O)(=O)C2)c(Cl)c1/C=C/C(=O)OCC(=O)c1c[nH]c2ccccc12` (stereo not given) is entered as 2 | x | -33 | 1 | -2 | 0.2 | x | x
`COc1cccc(CN2CCN(C(=O)CCc3nnc(C4CCCCC4)o3)CC2=O)c1` is entered as 0 | 3 | -7 | 0 | -2 | 0.2 | 1 | -9

Additional records follow:
cpd	Compound	Casp6 inh	PglD DTNB	RAD52 inh	ERp5 inh	ARNT TACC3 PPI	E-sel inducer	RAD54 branch	esBAF inh
61	COc1ccc(NC2c3ccccc3C(=O)N2Cc2ccccc2Cl)cc1OC (stereo not given)	4	0	9	9	10	1.9	-5	-4
62	CN(Cc1nccs1)C(=O)C1CCC(=O)N(CCc2cccc(F)c2)C1 (stereo not given)	0	-3	-5	0	-2	-0.2	4	1
63	Cc1noc(C)c1S(=O)(=O)Nc1ccc2c(c1)C(=O)N([C@H](C)CO)C[C@H](C)[C@@H](CN(C)C(=O)CCC(F)(F)F)OCCCC[C@@H](C)O2	0	-3	5	-6	1	0.0	-1	2
64	O=C(Nc1ccccc1NC(=O)c1ccco1)c1ccccc1	-3	-6	-4	2	-8	0.2	2	4
65	CCN1CCN(C(=O)CCc2nnc(CCc3ccccc3OC)o2)[C@@H](C)C1=O	-1	2	-7	-10	-3	x	3	-3
66	O=C1CSC(=S)N1c1cccc(Cl)c1	2	6	-24	-8	22	0.0	-8	7
67	CSCCC(NC(=O)c1ccc(Cl)cc1Cl)C(=O)NCC(c1cccs1)N(C)C (stereo not given)	2	-4	-12	-7	1	-0.2	-4	-2
68	O=C(NC12CC3CC(CC(C3)C1)C2)c1cc([N+](=O)[O-])ccc1N1CCOCC1	10	x	7	0	1	0.1	x	x
69	Cc1c(Cl)c([N+](=O)[O-])nn1CCCC(=O)N(Cc1ccccc1)Cc1ccccc1	1	x	-1	1	x	2.8	x	x
70	COc1nc(N(CC(N)=O)S(=O)(=O)c2ccccc2)nc(C)c1Cl	-1	-1	6	-8	x	x	-5	2
71	Cc1ccc(OCC(O)CN2CCN(Cc3ccc4c(c3)OCO4)CC2)cc1C (stereo not given)	0	-5	0	-2	14	x	-8	0
72	C[C@H](CO)N1C[C@H](C)[C@@H](CN(C)Cc2ccc3c(c2)OCO3)Oc2c(NC(=O)Cc3ccccc3)cccc2C1=O	2	8	-61	1	4	x	-8	-3

Source: PubChem
